HSP90 refold inh – HSP90 inhibitors, primary screen, cell lysate, luminescence. Heat shock protein HSP 90 (rabbit reticulocyte lysate; luciferase refolding). Rabbit reticulocyte lysate, luciferase refolding luminescence, 3 h. inhibition, % at 5.6 µM. 290,000 tested, 0.91% active;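 active = inhibition above the screen-wide mean plus 3 SD, computed separately per campaign, cut at about 16% in these data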;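 also: 0% = DMSO wells and 100% = 60 µM geldanamycin wells; inhibitors lower the luminescence because luciferase stays unfolded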
AI-2 QS mod – Vibrio harveyi AI-2 quorum sensing modulators, primary screen, JMH597 strain, luminescence/OD600 ratio; Vibrio harveyi JMH597 AI-2 luminescence/OD600 ratio, 9 h; stronger effect = lower value; strain lacks LuxN and CqsS sensors; 0 = neutral-control median; activity change, % at 7.5 µM; 300,000 tested, 0.4% active; in the data active = activity change below about -75%, passing the limit was not always enough; inconclusive = no clear call, values can overlap the other calls;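 also: luminescence divided by OD600 gain over 9 h not by final OD600 alone; inactives centre near 13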
HSF1 inhib – HSF1 inhibitors in luciferase reporter cells, primary screen, cell-based, NIH3T3, luminescence | NIH3T3-HGL HSE-luciferase, MG132-induced, luminescence 8 h; stronger effect = lower value | activity change, negative = inhibition, % at 7.5 µM (by protocol) | 300,000 tested, 0.77% active;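 active = more than half of replicate wells show activity change below -50%, luminescence cut by over half; inconclusive = some wells, but at most half, below -50%; inactive = no replicate well below -50%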;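 also: luciferase reports HSF-1 transcriptional activity via heat shock element; 0% = median of DMSO wells and -100% = zero luminescence signal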
GSK3 alpha inh – blockers of GSK3A enzyme activity – biochemical, luminescence, cell-free homogeneous, HTS, primary screen; Glycogen synthase kinase-3 alpha (Homo sapiens), P49840; GSK-3 alpha kinase, ADP-Glo luminescence, 60 min; inhibition, % at 10 µM; 320,000 tested, 0.1% active;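 in the data active = inhibition above about 50%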;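 also: GST-tagged GSK-3 alpha with peptide substrate and 25 µM ATP; 0% = DMSO neutral wells and 100% = GW8510 positive control wells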
Target sequence (P49840 whole entry, looked up): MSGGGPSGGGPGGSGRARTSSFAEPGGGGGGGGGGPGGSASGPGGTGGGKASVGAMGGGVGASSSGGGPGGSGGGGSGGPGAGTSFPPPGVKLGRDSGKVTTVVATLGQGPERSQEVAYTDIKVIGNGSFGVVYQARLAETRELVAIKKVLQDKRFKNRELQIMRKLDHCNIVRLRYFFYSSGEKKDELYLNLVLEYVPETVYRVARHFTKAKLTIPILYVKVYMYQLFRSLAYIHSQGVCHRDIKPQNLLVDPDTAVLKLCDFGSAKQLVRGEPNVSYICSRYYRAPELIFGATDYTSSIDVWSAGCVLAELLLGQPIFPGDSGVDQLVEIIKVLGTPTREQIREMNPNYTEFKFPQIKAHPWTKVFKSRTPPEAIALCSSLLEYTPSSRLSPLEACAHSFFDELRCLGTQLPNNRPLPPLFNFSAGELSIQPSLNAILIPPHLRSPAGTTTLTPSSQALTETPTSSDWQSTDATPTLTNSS
IEC-6 cytotox – cytotoxicity in IEC-6 intestinal epithelial cells, primary screen, cytotoxicity control for KLF5 inhibitor project, cell-based, luminescence; IEC-6 cytotoxicity, luminescence viability; inhibition, % at 5 µM; 290,000 tested, 0.78% active; in the data active = inhibition above about 22%;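 also: 0% = plate median of test compound wells and 100% = cytotoxic reference compound wells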
KLF5 inh – KLF5 expression inhibitors, primary screen, DLD-1 cells, luminescence; 290,000 tested, 0.23% active; DLD-1 KLF5 promoter-luciferase reporter; inhibition, % at 5 µM;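 active = inhibition above a per-plate limit of that plate's mean compound inhibition plus 3 SD, cut at about 60% in these data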;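 also: 0% = DMSO wells and 100% = LY294002 at 200 µM; higher means less KLF5 promoter-driven luciferase light; inactives centre near -14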
aSyn 5UTR inh – MLPCN primary screen, SNCA 5' untranslated region; alpha-synuclein 5'UTR reporter, inhibitor activity; inhibition, % (tested at 7.5 µM); 300,000 tested, 0.82% active; AID 1813, 2009; in the data active = inhibition above about 60%; inconclusive = no clear call, values can overlap the other calls;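 also: H4 neuroglioblastoma cells stably carrying SNCA 5'UTR luciferase fusion; 0% = DMSO wells and 100% = positive control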
HSF-1 act – HSF-1 activators, primary screen, NIH3T3-HGL cells, MG132 stress, luminescence, single point. NIH3T3-HGL HSF-1 luciferase reporter, 8 h; 100% = twice DMSO control signal. activation, % at 9 µM. 300,000 tested, 1.7% active. AID 504408, 2011;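 active = mean replicate activation of at least 50% with a set share of replicates each reaching 50%; inconclusive = only one of those two conditions met; inactive = mean below 50% and too few replicates reaching it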;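 also: 0% = median of the neutral control wells and 100% = twice that signal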
GSK3B inh – human GSK3beta kinase inhibitors, primary screen, biochemical, cell-free homogeneous, HTS; GST-GSK3beta kinase, ADP-Glo luminescence, 60 min; stronger effect = lower value; activity score (negative = inhibition), % at 10 µM; 300,000 tested, 0.038% active; AID 2097, 2009;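 active = more than half of replicate wells score below -50%, meaning over 50% inhibition versus plate controls; inconclusive = some replicates but at most half score below -50%; inactive = no replicate scores below -50%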;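 also: 0% = median DMSO wells and -100% = median GW8510 positive control wells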
Target sequence (P49841 whole entry, looked up): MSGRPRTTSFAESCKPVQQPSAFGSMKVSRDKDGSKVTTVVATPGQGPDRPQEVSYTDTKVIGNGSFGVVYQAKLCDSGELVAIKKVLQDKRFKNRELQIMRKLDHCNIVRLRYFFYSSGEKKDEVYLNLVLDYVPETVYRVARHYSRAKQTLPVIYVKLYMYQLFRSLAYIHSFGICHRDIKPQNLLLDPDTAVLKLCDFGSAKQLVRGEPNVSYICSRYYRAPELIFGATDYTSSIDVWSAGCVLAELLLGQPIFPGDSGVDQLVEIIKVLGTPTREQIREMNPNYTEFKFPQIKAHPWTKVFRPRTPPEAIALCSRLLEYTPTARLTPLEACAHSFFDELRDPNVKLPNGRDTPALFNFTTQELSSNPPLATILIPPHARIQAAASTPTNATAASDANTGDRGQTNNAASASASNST
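Assay system: GST-fused GSK3beta enzyme, cell-free / Medium: Tris pH 7.5 buffer with MgCl2, DTT, BSA, heparin / Also added: peptide substrate plus 25 µM ATP (final) / Compound: 10 µM single point / Timing: kinase reaction with compound 60 min at room temperature / Detection: ADP-Glo luminescence / Benchmarks: DMSO neutral wells and GW8510 at 20 µM as positive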
PolyA inhibitor – polyadenylation inhibitors in yeast reporter cells, primary screen, luminescence, S. cerevisiae; 300,000 tested, 0.02% active; S. cerevisiae SKY197-pL101 polyadenylation reporter, beta-gal luminescence; efflux-impaired pdr1/pdr3 knockout yeast; score 100 = 6 SD above DMSO; AID 1875, 2009; calls only at 12 µM;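 active = lowest replicate activity score at least 50, where 100 means six control SD above control mean; inconclusive = lowest score under 50 but half or more replicates reach 50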;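 also: yeast exposed to compound for 9 h at 30 °C; higher score means more reporter readthrough which indicates perturbed polyadenylation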
Numbers without * were called inactive. Not all compounds are listed; count on the stated rates, not on these rows.

CCCCn1c(NS(=O)(=O)c2ccc(C)cc2)c(C(=O)OCC)c2nc3ccccc3nc21 was read as HSP90 refold inh 1, AI-2 QS mod 16, HSF1 inhib 6, GSK3 alpha inh -3, IEC-6 cytotox 2, KLF5 inh -21, aSyn 5UTR inh 1, HSF-1 act 8, GSK3B inh 0 and PolyA inhibitor inactive.
Cc1ccc(Cn2nc(C(=O)Nc3ccc(Br)cc3)cc2C)cc1 was read as HSP90 refold inh 5, AI-2 QS mod -5, HSF1 inhib 32, GSK3 alpha inh -1, IEC-6 cytotox 4, KLF5 inh -82, aSyn 5UTR inh 23, HSF-1 act 28, GSK3B inh 0 and PolyA inhibitor inactive.
For CCOc1cc2c(cc1OCC)-n1cccc1C(c1ccc(F)c(OC)c1)NC2 (stereo unspecified) the results were HSP90 refold inh -3, AI-2 QS mod 34, HSF1 inhib 2, GSK3 alpha inh -4, IEC-6 cytotox 4, KLF5 inh -5, aSyn 5UTR inh 15, HSF-1 act 11, GSK3B inh -2 and PolyA inhibitor inactive.
Screening CC(C)[N+](C)(CCC(C(N)=O)(c1ccccc1)c1ccccc1)C(C)C returned HSP90 refold inh -2, AI-2 QS mod 21, HSF1 inhib 3, GSK3 alpha inh 0, IEC-6 cytotox -3, KLF5 inh -11, aSyn 5UTR inh 3, HSF-1 act 0, GSK3B inh 0 and PolyA inhibitor inactive.
For Cn1c(O)c(C=Nc2cccc(C(F)(F)F)c2)c(=O)n(C)c1=O the results were HSP90 refold inh 4, AI-2 QS mod -4, HSF1 inhib -2, GSK3 alpha inh 1, IEC-6 cytotox 6, KLF5 inh -11, aSyn 5UTR inh -17, HSF-1 act -11, GSK3B inh 1 and PolyA inhibitor inactive.
For CCCn1c(C(=O)c2ccccc2OC)nc2ccccc21 the results were HSP90 refold inh 3, AI-2 QS mod 7, HSF1 inhib 11, GSK3 alpha inh -1, IEC-6 cytotox 0, KLF5 inh -24, aSyn 5UTR inh 3, HSF-1 act 16, GSK3B inh -4 and PolyA inhibitor inactive.
COc1cc(C=C2C(=O)NC(=O)NC2=O)ccc1O was read as HSP90 refold inh 2, AI-2 QS mod 15, HSF1 inhib -4, GSK3 alpha inh -1, IEC-6 cytotox 2, KLF5 inh -19, aSyn 5UTR inh 5, HSF-1 act 0, GSK3B inh 4 and PolyA inhibitor inactive.
For O=CC(Br)P(=O)(N1CCOCC1)N1CCOCC1 (stereo unspecified) the results were HSP90 refold inh -3, AI-2 QS mod 3, HSF1 inhib 2, GSK3 alpha inh -12, IEC-6 cytotox -6, KLF5 inh -25, aSyn 5UTR inh -21, HSF-1 act -12 and GSK3B inh 1.
Screening Cc1cc(Br)ccc1N1C(=O)CC(=O)NC1=O returned HSP90 refold inh 0, AI-2 QS mod 13, HSF1 inhib -4, GSK3 alpha inh -3, IEC-6 cytotox 0, KLF5 inh 19, aSyn 5UTR inh 8, HSF-1 act -5, GSK3B inh 3 and PolyA inhibitor inactive.
For O=C(CN1CC(c2ccccc2)CC1=O)NCc1ccc(F)cc1 (stereo unspecified) the results were HSP90 refold inh 4, AI-2 QS mod 17, HSF1 inhib -66*, IEC-6 cytotox -5, KLF5 inh 13, aSyn 5UTR inh -2, HSF-1 act -74, GSK3B inh 0 and PolyA inhibitor inactive.
Screening CCn1c(O)c(N=Nc2ccc(S(=O)(=O)N3CCOCC3)cc2)c(=O)n(CC)c1=S returned HSP90 refold inh 3, AI-2 QS mod 17, HSF1 inhib 18, GSK3 alpha inh -2, IEC-6 cytotox -8, KLF5 inh -2, aSyn 5UTR inh -21, HSF-1 act 25, GSK3B inh 2 and PolyA inhibitor inactive.
For COc1ccc(CC2(CCc3ccncc3)C(=O)NC(=O)NC2=O)cc1 the results were HSP90 refold inh -1, AI-2 QS mod 9, HSF1 inhib 3, GSK3 alpha inh -1, IEC-6 cytotox -3, KLF5 inh -21, aSyn 5UTR inh 16, HSF-1 act -9, GSK3B inh 3 and PolyA inhibitor inactive.
`CCOc1ccc(/C=C2/C(=O)NC(=O)N(CCc3ccc(F)cc3)C2=O)cc1` gave HSP90 refold inh -1, AI-2 QS mod 20, HSF1 inhib 0, GSK3 alpha inh -3, IEC-6 cytotox -6, KLF5 inh 19, aSyn 5UTR inh -7, HSF-1 act -7, GSK3B inh -5 and PolyA inhibitor inactive.
CC(=O)Nc1ccc(N=Cc2c(O)n(Cc3ccco3)c(=O)[nH]c2=O)cc1 was read as HSP90 refold inh 2, HSF1 inhib -1, GSK3 alpha inh -1, IEC-6 cytotox -7, KLF5 inh -13, aSyn 5UTR inh 11, HSF-1 act 4, GSK3B inh -7 and PolyA inhibitor inactive.
Screening CCCCn1c(=O)c(C(=O)Nc2ncccc2C)c(O)c2ccccc21 returned HSP90 refold inh -4, AI-2 QS mod 7, HSF1 inhib 4, GSK3 alpha inh 2, IEC-6 cytotox -4, KLF5 inh -39, aSyn 5UTR inh 35, HSF-1 act 5, GSK3B inh 2 and PolyA inhibitor inactive.
CN1C(=O)C(Cc2ccc3c(c2)OCO3)C(=O)N(C)C1=O was read as HSP90 refold inh 0, AI-2 QS mod 20, HSF1 inhib -1, GSK3 alpha inh -4, IEC-6 cytotox -3, KLF5 inh -7, aSyn 5UTR inh 19, HSF-1 act -5, GSK3B inh 0 and PolyA inhibitor inactive.
For COc1ccc(CCNC2CCCCC2)cc1OC the results were HSP90 refold inh -5, AI-2 QS mod 6, HSF1 inhib -7, GSK3 alpha inh 0, IEC-6 cytotox -2, KLF5 inh -18, aSyn 5UTR inh -34, HSF-1 act 5, GSK3B inh -1 and PolyA inhibitor inactive.
Screening CC(=O)N1CCC(N2CCCC(C(=O)c3cccc(Cl)c3)C2)CC1 (stereo unspecified) returned HSP90 refold inh -2, AI-2 QS mod 27, HSF1 inhib -4, GSK3 alpha inh 3, IEC-6 cytotox -5, KLF5 inh -34, aSyn 5UTR inh -20, HSF-1 act 17, GSK3B inh 4 and PolyA inhibitor inactive.
CCOP(=O)(OCC)C(O)c1ccc(OC)c(OC)c1 (stereo unspecified) was read as HSP90 refold inh 2, AI-2 QS mod 1, HSF1 inhib -3, GSK3 alpha inh -6, IEC-6 cytotox 1, KLF5 inh 18, aSyn 5UTR inh 2, HSF-1 act -10, GSK3B inh -2 and PolyA inhibitor inactive.
`Cc1ccc(N2C(=O)NC(=O)/C(=C\c3ccc([N+](=O)[O-])o3)C2=O)cc1` gave HSP90 refold inh 4, AI-2 QS mod 20, HSF1 inhib -4, GSK3 alpha inh -3, IEC-6 cytotox -14, KLF5 inh -15, aSyn 5UTR inh -3, HSF-1 act 19, GSK3B inh 1 and PolyA inhibitor inactive.
Screening CC(=O)N1CN2CN(C(C)=O)CC(C(=O)c3ccc([N+](=O)[O-])cc3)(C2)C1 returned HSP90 refold inh -4, AI-2 QS mod 34, HSF1 inhib -3, GSK3 alpha inh -2, IEC-6 cytotox -1, KLF5 inh -39, aSyn 5UTR inh -1, HSF-1 act -4, GSK3B inh -6 and PolyA inhibitor inactive.
Cc1nn(Cc2ccccc2)c(C)c1C(=O)OCC(=O)Nc1cccc(S(N)(=O)=O)c1 was read as HSP90 refold inh 3, AI-2 QS mod 32, HSF1 inhib -6, GSK3 alpha inh -4, IEC-6 cytotox 2, KLF5 inh -1, aSyn 5UTR inh 11, HSF-1 act 3, GSK3B inh -9 and PolyA inhibitor inactive.
For Clc1cccc(CN2CCCCC2c2cccnc2)c1 (stereo unspecified) the results were HSP90 refold inh 0, AI-2 QS mod 8, HSF1 inhib -4, GSK3 alpha inh -1, IEC-6 cytotox -4, KLF5 inh -5, aSyn 5UTR inh 15, HSF-1 act 4, GSK3B inh -3 and PolyA inhibitor inactive.
Screening COCCN1C(=O)NC(=O)/C(=C\c2ccc(F)cc2)C1=O returned HSP90 refold inh 0, AI-2 QS mod 16, HSF1 inhib -4, GSK3 alpha inh -3, IEC-6 cytotox -1, KLF5 inh -10, aSyn 5UTR inh 2, HSF-1 act 5, GSK3B inh 2 and PolyA inhibitor inactive.
`COc1cc2c(c(OC)c1OC)-c1ccc(O)cc1[C@@H](NC(C)=O)CC2` gave AI-2 QS mod 3, HSF1 inhib -32, GSK3 alpha inh -1, aSyn 5UTR inh inconclusive, HSF-1 act -42, GSK3B inh 0 and PolyA inhibitor inactive.
Cc1ccc(CC(=O)N2CCN(C)CC2)cc1 was read as HSP90 refold inh 1, AI-2 QS mod 10, HSF1 inhib -7, GSK3 alpha inh -2, IEC-6 cytotox 1, KLF5 inh -15, aSyn 5UTR inh 2, HSF-1 act 7, GSK3B inh -1 and PolyA inhibitor inactive.
For CC1(C)CC(n2[nH]c(=O)c3c2NC(=O)CSC3c2ccc(F)cc2)CCO1 (stereo unspecified) the results were HSP90 refold inh 3, AI-2 QS mod 38, HSF1 inhib -2, GSK3 alpha inh -2, IEC-6 cytotox 6, KLF5 inh 1, aSyn 5UTR inh 7, HSF-1 act -3, GSK3B inh 0 and PolyA inhibitor inactive.
O=C(O)c1cccc(N=Nc2c(O)[nH]c(=O)[nH]c2=O)c1 was read as HSP90 refold inh 3, AI-2 QS mod -3, HSF1 inhib -14, GSK3 alpha inh 10, IEC-6 cytotox 1, KLF5 inh 12, aSyn 5UTR inh 7, HSF-1 act -17, GSK3B inh -1 and PolyA inhibitor inactive.
CCN(CC)c1ccc(N=Cc2c(O)n(CCc3ccc(OC)c(OC)c3)c(=O)[nH]c2=O)cc1 was read as HSP90 refold inh -1, AI-2 QS mod 4, HSF1 inhib 3, GSK3 alpha inh -3, IEC-6 cytotox 1, KLF5 inh -6, aSyn 5UTR inh 12, HSF-1 act -10, GSK3B inh 4 and PolyA inhibitor inactive.
Screening COc1ccc2c(c1OC)C(=O)OC2c1c(O)n(C2CCCCC2)c(=O)[nH]c1=O (stereo unspecified) returned HSP90 refold inh 2, AI-2 QS mod 0, HSF1 inhib 2, GSK3 alpha inh -2, IEC-6 cytotox -4, KLF5 inh 9, aSyn 5UTR inh -13, HSF-1 act -6, GSK3B inh 1 and PolyA inhibitor inactive.
Screening C=CCn1c(O)c(C(CC)=Nc2ccc3c(c2)CCC3)c(=O)[nH]c1=O returned HSP90 refold inh -2, AI-2 QS mod 1, HSF1 inhib 30, GSK3 alpha inh -1, IEC-6 cytotox 6, KLF5 inh -32, aSyn 5UTR inh 8, HSF-1 act 74*, GSK3B inh 1 and PolyA inhibitor inactive.
